# IMP-1 inhibitor – IMP-1 metallo-beta-lactamase inhibitors, primary screen, biochemical, epi-absorbance readout, Pseudomonas aeruginosa enzyme; inhibition, % at 5.6 µM; purified IMP-1, nitrocefin hydrolysis, epi-absorbance fluorescence; metallo-beta-lactamase IMP-1 (Pseudomonas aeruginosa); hit rate 0.45% among 290,000; AID 1556, 2009;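 active means inhibition above the mean plus 3 SD of all compounds in the same screening run, cut at about 4.5% in these data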;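 further: 0% = IMP-1 with DMSO and 100% = DMSO wells lacking enzyme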
#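 System: purified recombinant IMP-1 beta-lactamase. Medium: Zinc- and detergent-supplemented HEPES buffer, pH 7.1. Compound: one 5.6 µM dose […]. Schedule: 15 min preincubation plus 25 min reaction at 25 °C. Technique: Epi-absorbance fluorescence, 480 nm excitation, 530 nm emission.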
# pCIP destab – p/CIP-EGFP fusion destabilizers, primary screen, fluorescence, F442A cells; decrease of EGFP signal, % at 10 µM; Q05BA5; 16 h; AID 1984, 2009; hit rate 0.01% among 290,000;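 active means EGFP signal decrease of at least 30% at 10 µM or well 3 SD below plate mean, unless failing retest; inactive means the rest, including hits failing retest or dose response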; further: some compounds called inactive have numbers as strong as hits; many of its hits are not listed in these tables
# IDE cell inh – human IDE inhibitors in live cells, primary screen, fluorescence polarization, HEK cells, FAbetaB substrate; Insulin-degrading enzyme (Homo sapiens), P14735; FAbetaB cleavage; inhibition, % at 5.59 µM; hit rate 0.41% among 320,000; AID 434962, 2010;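 active means percent inhibition above the average of all tested compounds plus 3 SD, set per screening campaign, cut at about 16% in these data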;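 further: IDE supplied by intact live HEK cells; FP after avidin binding of uncleaved biotin substrate so inhibition keeps polarization high; 0% = DMSO wells and 100% = 60 µM reference IDE inhibitor Ii1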
# Target sequence (P14735 whole entry, looked up): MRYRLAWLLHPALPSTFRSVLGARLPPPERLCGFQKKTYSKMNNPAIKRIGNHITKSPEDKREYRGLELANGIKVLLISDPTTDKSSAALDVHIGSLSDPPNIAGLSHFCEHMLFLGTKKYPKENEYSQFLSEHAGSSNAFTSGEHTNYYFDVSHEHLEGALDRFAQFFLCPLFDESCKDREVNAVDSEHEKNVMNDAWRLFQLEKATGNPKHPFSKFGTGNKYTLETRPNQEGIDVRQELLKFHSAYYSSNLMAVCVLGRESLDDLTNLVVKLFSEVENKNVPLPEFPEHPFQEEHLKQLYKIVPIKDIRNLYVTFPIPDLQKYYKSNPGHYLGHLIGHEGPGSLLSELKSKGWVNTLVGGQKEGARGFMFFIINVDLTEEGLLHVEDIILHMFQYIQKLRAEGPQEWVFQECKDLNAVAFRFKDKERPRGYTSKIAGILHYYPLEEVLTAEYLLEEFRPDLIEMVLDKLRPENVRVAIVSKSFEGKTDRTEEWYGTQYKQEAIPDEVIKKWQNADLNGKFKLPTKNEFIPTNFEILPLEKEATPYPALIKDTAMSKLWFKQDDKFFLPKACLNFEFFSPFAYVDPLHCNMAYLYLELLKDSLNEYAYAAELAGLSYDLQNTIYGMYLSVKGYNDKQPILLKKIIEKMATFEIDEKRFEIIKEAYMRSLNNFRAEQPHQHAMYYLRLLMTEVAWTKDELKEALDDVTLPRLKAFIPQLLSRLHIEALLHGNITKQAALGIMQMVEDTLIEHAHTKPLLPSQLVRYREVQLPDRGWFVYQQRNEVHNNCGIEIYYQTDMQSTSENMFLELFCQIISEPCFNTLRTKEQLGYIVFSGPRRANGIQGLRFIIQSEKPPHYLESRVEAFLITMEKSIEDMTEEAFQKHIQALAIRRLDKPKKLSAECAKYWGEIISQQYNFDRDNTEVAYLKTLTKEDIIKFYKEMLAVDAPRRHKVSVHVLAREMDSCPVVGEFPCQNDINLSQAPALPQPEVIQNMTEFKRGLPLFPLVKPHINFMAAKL
# CRFBP-R2 block – antagonists of CRF-BP/CRF-R2 complex, primary screen, cell-based, HEK293, calcium dye fluorescence, uHTS. CRF-induced calcium fluorescence. AID 588475, 2011. inhibition, % at 11.8 µM. hit rate 0.59% among 350,000;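 active means inhibition of the ligand-induced calcium signal above about 50% at the single tested concentration, limit read from the data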
# NS3 helicase inh – inhibitors of HCV NS3 helicase, primary screen, biochemical, Cy5 molecular beacon fluorescence. inhibition, % at 10.9 µM. NS3 helicase DNA unwinding. hit rate 0.56% among 290,000. AID 1800, 2009;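 active means inhibition above the mean of all tested compounds plus 3 SD, set per campaign, cut at about 35% in these data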;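 further: 0% = DMSO wells and 100% = thioflavine S control wells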
#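 Assay system – hepatitis C virus NS3 helicase domain fragment enzyme · Buffer or medium – MOPS pH 6.5, MgCl2, DTT, Tween20, BSA · Reagent – Cy5/quencher beacon DNA duplex and ATP to start · Compound – single 10.9 µM dose · Timing – 1 h at 25 °C · Technique – Cy5 beacon fluorescence read at start and 1 h · Measure – % inhibition of unwinding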
# GalR3 antag – GalR3 antagonists in HEK293 cells, primary screen, cell-based, fluorescence readout. Galanin receptor type 3 (Homo sapiens), O60755. inhibition, % at 3 µM. hit rate 0.44% among 360,000. HEK293 GalR3-CNG cAMP membrane potential fluorescence; galR3 body fused to GalR1 C-terminus. AID 651719, 2012;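 active means inhibition above the screen-wide average plus 3 SD, cut at about 13% in these data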;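 further: forskolin and galanin both at EC90 stimulate the cells; cAMP rise reported by CNG channel membrane potential dye signal; 0% = forskolin plus galanin with DMSO and 100% = forskolin alone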
# UBC9 SUMO inh – inhibitors of in vitro SUMOylation cascade, primary screen, biochemical, HTRF, uHTS. HTRF SUMOylation assay, SAE1/SAE2 + UBC9. inhibition, % at 35 µM. hit rate 0.36% among 290,000. SUMO-conjugating enzyme UBC9 (Homo sapiens), P63279; in the data active means inhibition above about 50%, passing the limit was not always enough; further: strong numbers were not always called active
# VIM-2 inh – VIM-2 metallo-beta-lactamase inhibitors, primary screen, biochemical, epi-absorbance readout, Pseudomonas aeruginosa enzyme; AID 1527, 2009; purified VIM-2, nitrocefin hydrolysis, epi-absorbance fluorescence; hit rate 0.89% among 290,000; inhibition, % at 5.6 µM;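 active means inhibition above the mean of all tested compounds plus 3 SD, cutoff set per screening run, cut at about 7.5% in these data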;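 further: red hydrolysis product quenches plate fluorescence so inhibitors raise well fluorescence; 0% = enzyme with DMSO and 100% = DMSO without enzyme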
# IDE act – human IDE activators in live cells, primary screen, fluorescence polarization, HEK cells, FAbeta-B substrate. FAbeta-B cleavage; 0% vehicle, 100% cell-free pure enzyme wells. activation, % at 5.96 µM. hit rate 0.073% among 340,000;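 active means activation above the mean of all tested compounds plus 3 SD, set per screening campaign, cut at about 17% in these data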
# The depositor's hits bear a star; . = no result given; & = joins results of further samples. The order is random. Share with any hit: about 3.2%.
SMILES,IMP-1 inhibitor,pCIP destab,IDE cell inh,CRFBP-R2 block,NS3 helicase inh,GalR3 antag,UBC9 SUMO inh,VIM-2 inh,IDE act
O=C(NC(NC(=S)N1CCOCC1)C(Cl)(Cl)Cl)c1ccc(Cl)cc1 (stereo unspecified),-0.8,-10,1,-5,6,-11,0,-1.5,2
CSc1nnc(-c2cccc(NC(=O)c3ccccc3)c2)n1C,-1.4,3,9,-1,-15,-2,-1,-1.1,.
O=[N+]([O-])c1ccccc1N/N=C\c1ccccc1Cl,-1.9,-2,0,9,7,-5,4,-3.2,6
CC(=O)Nc1ccc(NC(=O)C(C)OC(=O)c2cccc(S(=O)(=O)N3CCCCCC3)c2)cc1 (stereo unspecified),.,.,1,8,.,-6,.,.,8
CC(C)(C)OC(=O)N1CCC[C@H]1C(=O)N/N=C/c1cccc2cccnc12,-3.2,-3,2,-5,7,2,18,-2.6,7
c1ccc(-c2nnc(-c3ccccn3)c(-c3ccccn3)n2)nc1,-3.6,-8,-2,-3,-7,0,36,-3.1,.
O=C(COC(=O)c1cncc(Br)c1)Nc1ccc2c(c1)OCO2,-1.1,-5,10,15,10,2,7,0.2,2
Cc1nc(-c2ccccc2)cn(O)c1=O,-1.9,2,.,6,-12,0,30,-0.9,3
Cc1ccc(-n2c3c(c(=O)[nH]c2=O)C(C(F)(F)F)(C(F)(F)F)NC(=O)N3)cc1,-1.2,3,0,-17,-3,.,-18,-1.9,8
C=CC[C@@H](CC(=O)NCCO)C(=O)N[C@@H](COC(=O)[C@@H](CC=C)CC(=O)OC(C)(C)C)Cc1ccccc1,.,.,0,4,.,-1,.,.,2
O=C(NC1CCCCC1)C(c1ccccn1)N(C(=O)c1csnn1)C1CCCCC1 (stereo unspecified),-3.7,-9,-4,10,-5,-5,-9,-7.4,6
CCOC(=O)N1CCN(CC(=O)Nc2cc(OCC)ccc2OCC)CC1,-0.3,-3,2,9,-19,-6,16,-1.7,0
COc1ccc(/C=N/N2CCN(c3ccccc3OC)CC2)cc1Br,-2.5,-2,-19,15,6,-9,6,-0.5,0
Fc1ccc(C2=NNC(=NCc3ccccc3)SC2)cc1F,-2.5,1,.,-14,5,5,-11,-4.4,2
CCOc1cc(S(=O)(=O)NCc2cccnc2)c(C)cc1C,-3.1,-12,-6,2,-18,-7,15,-3.3,2
CCOc1ccc(OCC)c(NC(=O)C2CCCN(S(=O)(=O)c3ccc(C)cc3)C2)c1 (stereo unspecified),-4.0,-8,-7,9,-14,6,7,-2.6,3
CCn1c2ccccc2c2cc(/C=N/n3c(C)nnc3C)ccc21,1.1,-14,-1,23,-4,-2,49,-1.2,1
CCOC(=O)NC(=O)/C(C=Nc1ccc(Cl)c(Cl)c1Cl)=C(\C)O,-1.9,-2,2,-9,1,1,6,-2.2,2
COc1ccc(CNC(=O)COC(=O)C(CCSC)NC(=O)c2ccco2)cc1OC (stereo unspecified),.,.,-4,5,.,-1,.,.,-1
O=C(CNC(=O)C(c1ccccc1)c1ccccc1)N/N=C/c1ccc(O)c([N+](=O)[O-])c1,-1.8,-20,2,13,4,1,16,-2.3,3
COc1ccc(C2=CC(=O)C[C@H](c3ccc(F)cc3)C2)c(OC)c1,.,.,0,-7,.,-1,.,.,3
CC(=O)c1ccc(-c2ccc(C(=O)N(C)Cc3nc4ccccc4c(=O)[nH]3)o2)cc1,.,.,3,0,.,-9,.,.,-1
O=C(NCc1ccccc1Cl)NCc1ccccc1Cl,0.4,8,0,-1,2,-1,5,0.3,2
COc1ccc(N2C(=O)N3[C@H](c4ccc(Cl)cc4)[C@@H]4C(=O)N(C5CCCCC5)C(=O)[C@@H]4[C@]3(Cc3ccc(Cl)cc3)C2=O)cc1,1.6,-14,5,-5,-17,-8,6,0.1,-1
COc1ccc(C2CC(c3ccc(Br)cc3)=NN2C(=O)CN2CCCC2)cc1 (stereo unspecified),-0.3,-2,1,2,-59,1,17,1.4,6

# Just UBC9 SUMO inh, GalR3 antag and VIM-2 inh (4 entries from above):
SMILES	UBC9 SUMO inh	GalR3 antag	VIM-2 inh
O=C(NC(NC(=S)N1CCOCC1)C(Cl)(Cl)Cl)c1ccc(Cl)cc1 (stereo unspecified)	0	-11	-1.5
CSc1nnc(-c2cccc(NC(=O)c3ccccc3)c2)n1C	-1	-2	-1.1
O=[N+]([O-])c1ccccc1N/N=C\c1ccccc1Cl	4	-5	-3.2
CC(=O)Nc1ccc(NC(=O)C(C)OC(=O)c2cccc(S(=O)(=O)N3CCCCCC3)c2)cc1 (stereo unspecified)	.	-6	.

# Later entries:
SMILES,IMP-1 inhibitor,pCIP destab,IDE cell inh,CRFBP-R2 block,NS3 helicase inh,GalR3 antag,UBC9 SUMO inh,VIM-2 inh,IDE act
c1ccc(Cc2nnc3sc(-c4ccco4)nn23)cc1,-4.4,-20,2,-2,17,5,21,-2.5,2
O=C(CN1C(=O)COc2ccccc21)NCCN1CCCC1,-1.4,-1,3,-8,3,-6,0,-2.6,0
O=C(N/N=C/c1ccc(OC(=O)c2ccccc2)cc1)c1ccc(CN2CCOCC2)cc1,-2.8,-9,2,-13,-8,-2,1,-0.3,-2
Cc1cccc(C)c1-n1c(C)nn(CCOc2ccccc2)c1=O,-0.5,-7,-1,1,9,-1,8,0.1,-3
O=C(CN1CCC(C(O)(c2ccccc2)c2ccccc2)CC1)Nc1ccccc1,-1.2,-1,-3,-29,-43,-9,-26,0.3,0
CCC(CC)c1nc(C#N)c(NC(C)c2ccccc2)o1 (stereo unspecified),-1.9,-10,-1,16,3,-6,-12,-3.8,-7
CCCCOC(=O)Nc1nnc(-c2ccccc2OC)s1,-5.3,-13,0,2,-4,1,14,-4.5,14
Cc1ccc(Cl)cc1NC(=O)CCC(=O)O,-2.0,-23,6,11,-2,-3,12,-0.9,-2
COc1ccc2nc(NC(=O)C3CCCO3)sc2c1 (stereo unspecified),-3.8,8,0,5,7,-6,20,-2.4,4
Cc1cccc(-n2ncc3c2CCCC3NC(=O)c2ccc[n+]([O-])c2)c1C (stereo unspecified),-0.7,-8,2,1,9,-1,2,0.3,0
Cc1c(NS(=O)(=O)c2cc(C(=O)NCc3cccnc3)ccc2Cl)c(=O)n(-c2ccccc2)n1C,.,.,1,-2,.,-5,.,.,5
O=C(NCc1ccco1)c1cc2cc(Br)ccc2o1,0.3,-4,-1,-3,3,1,13,2.2,-1
CCCc1ccc2oc(C(=O)N3CCC(C(N)=O)(N4CCCCC4)CC3)c(C)c2c1,-2.9,-2,-5,-9,-6,-8,-4,-2.0,4
CC(C)CN(C(=O)COC(=O)c1ccccn1)c1c(N)n(Cc2ccccc2)c(=O)[nH]c1=O,.,.,0,2,.,-1,.,.,5
CC(C(=O)N1CCOCC1)(c1ccccc1)c1ccccc1,-2.6,-9,-1,36,2,.,-3,-1.0,4
CC12CCC(=O)N1C(C(=O)NCCc1ccccc1)CS2 (stereo unspecified),-2.4,-8,.,-1,4,-2,4,-3.4,-1
O=C(NC1CCc2ccccc21)c1cc(COc2c(F)cccc2F)on1 (stereo unspecified),-3.0,-1,8,19,-2,3,-2,-1.9,-5
COc1ccc2oc(C(=O)OCC(=O)NC(=O)c3ccccc3)c(C)c2c1,0.0,-1,-3,7,12,-1,18,-0.1,3
Cc1ccc2c(NC(=O)c3ccc(Br)o3)cccc2n1,0.7,-1,1,-2,9,-10,5,1.9,-5
CC(=O)Nc1ccc(S(=O)(=O)NCCC(=O)OCC(=O)NNC(=O)c2ccccc2)cc1,.,.,-1,-7,.,1,.,.,6
CN(C)c1cc(Nc2cccc(O)c2)c([N+](=O)[O-])c2nonc12,-3.2,-16,-4,1,-6,-4,52,2.1,2
CCN(Cc1ccccc1)C(=O)c1nn(-c2ccc(OC)cc2)c(=O)c2c1c1ccccc1n2C,-3.2,5,4,-6,-1,-7,-14,-0.6,4
CCN(Cc1ccccc1)S(=O)(=O)c1c(N)n(C)c(=O)n(C)c1=O,-5.1,-10,5,15,-4,-2,10,-1.3,3
CCOc1cc(NC(=S)NCCCN2CCOCC2)c(OCC)cc1NC(=O)c1ccccc1,-2.1,13,0,5,0,4,5,-2.3,1
O=C(c1noc2c1CCCC2)N1CCN(C(c2ccccc2)c2ccccc2)CC1,0.7,-6,.,.,1,.,-11,-2.2,.

# Part of the list above in order of length of the SMILES, falling:
SMILES,IMP-1 inhibitor,pCIP destab,IDE cell inh,CRFBP-R2 block,NS3 helicase inh,GalR3 antag,UBC9 SUMO inh,VIM-2 inh,IDE act
O=C(N/N=C/c1ccc(OC(=O)c2ccccc2)cc1)c1ccc(CN2CCOCC2)cc1,-2.8,-9,2,-13,-8,-2,1,-0.3,-2
CCn1c2ccccc2c2cc(/C=N/n3c(C)nnc3C)ccc21,1.1,-14,-1,23,-4,-2,49,-1.2,1
Cc1nc(-c2ccccc2)cn(O)c1=O,-1.9,2,.,6,-12,0,30,-0.9,3

# More records follow.
SMILES,IMP-1 inhibitor,pCIP destab,IDE cell inh,CRFBP-R2 block,NS3 helicase inh,GalR3 antag,UBC9 SUMO inh,VIM-2 inh,IDE act
O=C(COc1ccc(Cl)cc1)NCCS(=O)(=O)N1CCN(c2ccccc2F)CC1,-1.5,1,5,2,-8,0,-4,-5.0,0
CCOc1ccc(NC(=O)C2CCCN(S(=O)(=O)c3ccc4c(c3)CCCN4C(C)=O)C2)cc1 (stereo unspecified),-1.3,3,12,1,2,9,-5,-0.4,-4
O=C(NCc1ccccc1)/C(=C/c1ccc([N+](=O)[O-])cc1)NC(=O)c1ccco1,0.4,-11,3,-6,-1,-7,16,0.1,6
CC(NC(=O)c1ccccc1N)c1ccccc1 (stereo unspecified),-1.2,-16,9,-1,5,-3,2,-1.9,3
COc1cccc(-n2c([S-])c(C(=O)Nc3ccc(S(=O)(=O)N4CCOCC4)cc3)[n+]3cc(C(N)=O)ccc23)c1,-3.6,4,-5,-2,-8,-4,-5,-3.7,-2
CCOC(=O)N1CCC(=C2c3ccc(Cl)cc3CCc3cccnc32)CC1,-3.3&-1.5,0&0,1,9,-13&-17,.,-25&-2,-3.0&-3.1,-4
